H1N1 NS1A inhibition: H1N1 influenza NS1A inhibitors, functional cell based assay (AID 504329). inhibition, % at 12.5 µM, or IC50 in µM where a hit was titrated. actives 0.3% (n = 340,000). NS1A functional cell-based assay, percent inhibition; higher % means a stronger effect; in the data active = a potency from the dose series; inconclusive = inhibition above about 27% without an active follow-up result; note: strong numbers were not always called active
PhoP GFP inhibition: PhoP regulon inhibitors, Salmonella typhi PhoP promoter GFP reporter, confirmatory (AID 1850). actives 0.33% (n = 310,000). inhibition, % at 50 µM; hits with a dose series show IC50 in µM. Salmonella Typhi PhoP-promoter GFP reporter, fluorescence, 4 h; higher % means a stronger effect; in the data active = a potency from the dose series; inconclusive = inhibition mostly from about 25% at the one dose, without a potency; inactive = the rest, 99 in 100 with inhibition below about 19%;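 note: 0% = induced wells with vehicle and 100% = uninduced wells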
M. tuberculosis: growth inhibition of non-replicating M. tuberculosis (AID 488890) | actives 0.39% (n = 320,000) | inhibition, % at 25 µM; hits with a dose series show IC50 in µM | Mycobacterium tuberculosis non-replicating, growth inhibition; higher % means a stronger effect; in the data active = a potency from the dose series; inconclusive = inhibition mostly from about 82% at the one dose, without a potency; inactive = the rest, 99 in 100 with inhibition below about 76%;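 note: plate controls were DMSO cells for no effect and high antibiotic wells for full effect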
M. tuberculosis HTS: M. tuberculosis growth inhibition, HTS (AID 449762) | one-dose inhibition, % at 25 µM; IC50 in µM for titrated hits | actives 0.59% (n = 330,000) | M. tuberculosis H37Rv growth inhibition, 7H9 media; higher % means a stronger effect; in the data active = a potency from the dose series; inconclusive = inhibition above about 70% without an active follow-up result;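 note: bacterial growth assessed after seven days of incubation; strong numbers were not always called active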
VEEV TC-83 Vero: inhibitors of VEEV TC-83 cytopathic effect, confirmation, Vero cells (AID 588727); Vero cells, VEEV TC-83 cytopathic effect inhibition; higher % means a stronger effect; inhibition, % at 20 µM; hits with a dose series show IC50 in µM; actives 0.13% (n = 350,000); in the data active = a potency from the dose series; inconclusive = inhibition mostly from about 14% at the one dose, without a potency; inactive = the rest, 99 in 100 with inhibition below about 12%; note: strong numbers were not always called active
VEEV TC-83 Vero 10K pilot screen: further read-out of VEEV TC-83 Vero, marked with its call; inhibition, %; measured here: 10K pilot screen inhibition
* = called active by the depositor; i = inactive; u = inconclusive; x = not tested or not shown.

A first look, 3 compounds:
SMILES	H1N1 NS1A inhibition	PhoP GFP inhibition	M. tuberculosis	M. tuberculosis HTS	VEEV TC-83 Vero	others
C/C=C(\C)C(=O)Nc1cccc(C2=NOC3(C2)C[C@H](C(N)=O)N(C(=O)C(c2ccccc2)c2ccccc2)C3)c1 (stereo partly specified)	3%	4%	32%	39%	0.2%
CC(C)(CNCc1ccccc1)NS(=O)(=O)c1ccc(Cl)cc1	-9%	x	12%	1%	0.4%
N#Cc1ccc(CN2CCN(C(=O)CC(NC(=O)c3ccccc3)c3ccccc3)CC2)cc1 (stereo unspecified)	-6%	-3%	14%	-5%	i

The list itself, from the first entry:
SMILES	H1N1 NS1A inhibition	PhoP GFP inhibition	M. tuberculosis	M. tuberculosis HTS	VEEV TC-83 Vero	others
C/C=C(\C)C(=O)Nc1cccc(C2=NOC3(C2)C[C@H](C(N)=O)N(C(=O)C(c2ccccc2)c2ccccc2)C3)c1 (stereo partly specified)	3%	4%	32%	39%	0.2%
CC(C)(CNCc1ccccc1)NS(=O)(=O)c1ccc(Cl)cc1	-9%	x	12%	1%	0.4%
N#Cc1ccc(CN2CCN(C(=O)CC(NC(=O)c3ccccc3)c3ccccc3)CC2)cc1 (stereo unspecified)	-6%	-3%	14%	-5%	i
Cc1ccc(CNC(=O)[C@@H](NC(=O)C2CCN(C(=O)[C@@H](N)CC(C)C)CC2)C(C)C)cc1	-5%	8%	9%	-12%	i
O=C(O)c1ccc(-n2c(-c3cc(C4CC4)[nH]n3)n[nH]c2=S)cc1	13%	-9%	5%	-9%	0.7%
O=C(COC(=O)c1cccc(S(=O)(=O)NCc2ccccc2)c1)Nc1ccccc1OC(F)F	3%	-2%	5%	0%	1.4%
C=CCOn1c(-n2nc(C)cc2C)nc2ccccc2c1=O	-9%	0%	-15%	-7%	1.0%
O=C(COC(=O)C(Cc1ccccc1)NC(=O)c1ccc(Cl)cc1)c1ccc(Cl)cc1 (stereo unspecified)	6%	-4%	34%	6%	i
O=C(CSc1nc2ccccc2[nH]1)Nc1nc(-c2ccc(Br)cc2)cs1	-2%	-3%	12%	-2%	i
CCc1nnc(NC(=O)c2ccc(S(=O)(=O)N(CCOC)CCOC)cc2)o1	10%	3%	0%	1%	2.0%
COc1ccc(CCNc2oc(COc3ccccc3)nc2C#N)cc1	5%	1%	47%	13%	i
COc1cc(OC)cc(C(=O)N(Cc2cc3cc(C)ccc3[nH]c2=O)C(C)C)c1	0%	-7%	4%	4%	11%
COc1ccc(OC)c(CNC(=O)C2CCCN(c3ncnc4c3nc3n4CCCCC3)C2)c1 (stereo unspecified)	-1%	0%	4%	3%	7.4%
Cc1ccc(N=Nc2c(N)n(-c3ccccc3)[nH]c2=O)cc1	26%	-9%	4%	3%	0.2%	VEEV TC-83 Vero 10K pilot screen=1.3
O=C(Nc1nc2ccc([N+](=O)[O-])cc2s1)C1CCCO1 (stereo unspecified)	-4%	-4%	17%	6%	i
CCN1CCN(C(=O)C(NS(=O)(=O)c2ccc3nc(C)sc3c2)C(C)C)CC1 (stereo unspecified)	-9%	4%	x	-3%	0.4%
CCCCN=C1N/C(=C\c2ccco2)C(=O)N1c1ccccc1	-20%	-9%	-9%	-11%	0.4%
COc1cccc(Cn2c(N)c(C#N)c3nc4ccccc4nc32)c1OC	-3%	-12%	9%	39%	3.7%
NS(=O)(=O)OCC1CCCCC1	0%	-11%	-11%	4%	0.4%
CCc1nc2c(s1)CCc1onc(-c3ccc(Cl)cc3)c1-2	-9%	4%	1%	68%	i
COc1ccc(S(=O)(=O)N2CC=C(C(=O)NC3CCCC3)CC2)cc1	-4%	-6%	-1%	1%	1.5%
COCC(=O)Nc1cccc(C(F)(F)F)c1	-1%	1%	66%	0%	4.3%
O=C(COc1ccccc1[N+](=O)[O-])N(Cc1ccco1)C1CCS(=O)(=O)C1 (stereo unspecified)	1%	-2%	-10%	0%	1.9%
CCOC(=O)N1CCc2c(sc(N)c2C#N)C1	x	6%	-1%	-6%	1.3%
Cc1cc(NC(=O)CSc2sc3c(O)cc(=O)[nH]c3c2C#N)ccc1Br	-4%	2%	6%	3%	1.8%
O=C(Nc1cccc2ccccc12)NC(Cc1ccccc1)C(=O)O (stereo unspecified)	-3%	-1%	1%	0%	i
Cc1ccc(-n2c(C)cc(/C=N/NC(=O)CN(c3ccc(C)cc3C)S(C)(=O)=O)c2C)cc1	6%	3%	67%	-4%	8.8%
CCC(C)Nc1nc(N)c([N+](=O)[O-])c(Nc2cc(OC)ccc2OC)n1 (stereo unspecified)	-4%	1%	16%	59%	u
CC1=CC(=O)C2=C(C)CC[C@@H]3[C@H](OC(=O)[C@H]3C)[C@@H]12	-7%	2%	-11%	-1%	1.3%
CC(C)C(c1nnnn1Cc1ccco1)N1CCN(c2cccc(Cl)c2)CC1 (stereo unspecified)	0%	0%	16%	19%	5.7%
CC1=CC(C)(C)N2C(=O)C(=Nc3ccc(O)cc3)c3cccc1c32	u	3%	70%	3%	2.1%
CNS(=O)(=O)c1ccc2c(c1)oc(=O)c1cc(S(=O)(=O)NC)ccc12	1%	-1%	-16%	-1%	i
CO/N=C(\N)c1ccc([N+](=O)[O-])cc1	-2%	-5%	2%	4%	0.4%
COc1cccc(C(=O)C2CCCN(Cc3ccon3)C2)c1 (stereo unspecified)	3%	7%	-10%	-9%	3.7%
COc1cccc(NC(=O)c2nc3nc(C)cc(C(F)F)n3n2)c1	-1%	4%	4%	1%	0.5%
CC[N+](CC)(CC(=O)Nc1c(C)cccc1C)Cc1ccccc1	-6%	-14%	-9%	-6%	0.6%
CSc1ccc(/C=N/Nc2nc(C)cc(=O)[nH]2)cc1	-4%	4%	5%	-8%	1.7%
CCCOC(=O)Cn1cnc2scc(-c3ccc(OC)cc3)c2c1=O	2%	0%	66%	-8%	6.3%
O=C(O)c1ccc(S(=O)(=O)c2ccc3c(c2)C(=O)N(NC(=O)c2ccncc2)C3=O)cc1	-5%	-3%	62%	u	0.5%
O=C(Cc1ccc(F)cc1)c1ccc(O)cc1O	-4%	-12%	3%	-4%	1.6%
O=C(CCN1C(=O)C2C3CCC(C3)C2C1=O)Nc1cccc(Cl)c1 (stereo unspecified)	9%	8%	13%	10%	3.1%
CC(C)C(CCNC(=O)CN1C(=O)c2ccccc2C1=O)c1ccco1 (stereo unspecified)	-4%	4%	-1%	-7%	i
CCN(CC(=O)NC(C)(C)C)C(=O)C(c1ccccc1)c1ccccc1	1%	11%	12%	0%	1.2%
Cc1cccc(NC(=S)N2CCN(c3ccccc3F)CC2)c1C	-8%	-6%	3%	-1%	3.0%
Cc1ccsc1C(=O)C1CCCN(Cc2cnc(N)nc2)C1 (stereo unspecified)	-2%	6%	5%	1%	7.7%
Cc1c(C(c2ccc(O)cc2)c2c(O)c3ccccc3oc2=O)c(=O)n(-c2ccccc2)n1C (stereo unspecified)	-2%	7%	17%	-6%	1.2%
CC(C)(C)OC(=O)C[C@H]1C/C=C\C[C@@H](CC(=O)N[C@H](CO)Cc2ccccc2)C(=O)NC[C@H](c2ccccc2)OC1=O	-6%	x	43%	6%	0.1%
O=C(NCc1ccc(Cl)cc1)C1CCN(S(=O)(=O)c2ccc(F)cc2)CC1	-3%	10%	4%	-1%	i
CN(Cc1ccccc1)C1(CNC(=O)CCC(F)(F)F)Cc2ccccc2C1	-2%	-3%	71%	-1%	0.8%
O=C(c1cc(COc2ccc(F)cc2Cl)on1)N1CCCCCC1	4%	-2%	-5%	14%	i
CCOC(=O)[C@@H]1[C@H]2COc3cc(OC)ccc3[C@@H]2N2C(=O)N(c3ccc(F)cc3)C(=O)[C@@]12C	-17%	x	6%	0%	0.5%
Cc1ccc(-c2csc3nc(C)n(-n4c(C)ccc4C)c(=O)c23)o1	-22%	1%	36%	-2%	5.1%
NC(=O)C[n+]1cccc(CNC(=O)c2ccc(OC(F)F)cc2)c1	-12%	-11%	-15%	-2%	3.3%
O=C(NN1C(=O)C2C(c3ccccc3)C=CC(c3ccccc3)C2C1=O)c1ccncc1 (stereo unspecified)	6%	-2%	-9%	2%	0.6%	VEEV TC-83 Vero 10K pilot screen=0.1
COC(=O)c1cccnc1-n1c(=O)c2cccnc2n(CC(=O)Nc2ccc(Br)cc2)c1=O	-4%	-1%	5%	-10%	2.7%
COCn1c(-c2ccccc2)nc2ccccc21	-2%	1%	-1%	-8%	4.0%
S=C1NC2=C(CCC/C2=C\c2ccc(Cl)cc2)C(c2ccc(Cl)cc2)N1 (stereo unspecified)	13%	9%	23%	8%	1.1%
COc1ccccc1CC(=O)Nc1ccc2c(c1)CCC2	-7%	9%	3%	-4%	2.5%
COc1ccc(/C(N)=N/OC(=O)Cc2ccc(C)cc2)cc1OC	-4%	-6%	12%	9%	0.5%
CCCN(CC#CCOc1ccc(OC)cc1)CCC	9%	7%	65%	-7%	0.2%

Part of the list above in order of count of non-hydrogen atoms, descending:
SMILES	H1N1 NS1A inhibition	PhoP GFP inhibition	M. tuberculosis	M. tuberculosis HTS	VEEV TC-83 Vero	others
CC(C)(C)OC(=O)C[C@H]1C/C=C\C[C@@H](CC(=O)N[C@H](CO)Cc2ccccc2)C(=O)NC[C@H](c2ccccc2)OC1=O	-6%	x	43%	6%	0.1%
CN(Cc1ccccc1)C1(CNC(=O)CCC(F)(F)F)Cc2ccccc2C1	-2%	-3%	71%	-1%	0.8%
CC(C)C(CCNC(=O)CN1C(=O)c2ccccc2C1=O)c1ccco1 (stereo unspecified)	-4%	4%	-1%	-7%	i
COCn1c(-c2ccccc2)nc2ccccc21	-2%	1%	-1%	-8%	4.0%

Additional records follow:
SMILES	H1N1 NS1A inhibition	PhoP GFP inhibition	M. tuberculosis	M. tuberculosis HTS	VEEV TC-83 Vero	others
Cc1ccc(NC(=O)CO/N=C(\N)c2ccccc2)cc1C	4%	x	11%	2%	0.1%
Cc1ccc[n+](C(C(=S)NCc2ccco2)=C([O-])c2ccccc2Cl)c1	11%	x	x	x	0.0%
CN(C)C(=O)c1nc2ccccc2s1	6%	0%	10%	4%	1.0%
C[C@H](CO)N1C[C@H](C)[C@@H](CN(C)S(=O)(=O)c2ccccc2)Oc2ccc(NC(=O)CCC(F)(F)F)cc2C1=O	-11%	x	20%	-6%	0.4%
CCO/N=C/c1ccc(OC)c(Oc2nc(OC)cc(OC)n2)c1	0%	-10%	24%	8%	0.7%
COc1ccc(OC)c(CNn2c(-c3cccc(C)c3)nc3ccccc3c2=O)c1	1%	2%	25%	-8%	5.9%
O=C(CN(C(=O)Cn1nnc(-c2ccc(F)cc2)n1)C1CCCC1)NC1CCCC1	5%	-6%	-3%	-2%	0.2%
CCC(C)(C)NC(=S)Nc1ccc(-c2nc3ccc(C)cc3s2)cc1	2%	6%	10%	7%	1.8%
CC1=C(C#N)C(Nc2cc(C)ccn2)(C(F)(F)F)C(=O)N1 (stereo unspecified)	-2%	-5%	6%	8%	i
Cc1c(NC(=O)c2cccc(NC(=O)Cc3ccccc3F)c2)c(=O)n(-c2ccccc2)n1C	12%	x	-22%	-10%	0.2%
CCOCCCNC(=S)N(CCN(CC)CC)Cc1cc2cc3c(cc2[nH]c1=O)OCCO3	-1%	-5%	34%	-1%	0.6%
CCCc1cc(=O)[nH]c(SCC(=O)NC2CCCCCCC2)n1	-1%	x	17%	6%	i
O=Cc1ccc(O)c(O)c1	-7%	-4%	-4%	5%	0.9%
CCOC(=O)CNc1c(-c2ccccc2)nc2ccc(Cl)cn12	-4%	2%	-7%	-1%	0.9%
CC1C/C(=N\NC(=S)NCc2ccccc2)CC(C)(C)C1 (stereo unspecified)	11%	3%	44%	1%	i
C/C(=N\NC(=O)CC#N)c1cc2ccc(O)cc2oc1=O	1%	-43%	3%	5%	1.3%
Cn1c(=O)c2c(nc(SCC(=O)N3CCc4ccccc4C3)n2C)n(C)c1=O	-10%	-2%	7%	3%	i
CCOc1ccc(Cc2onc3c2C(=O)CCC3)cc1OCC	-5%	6%	-20%	4%	0.8%
O=C(NNC(=O)C1CCN(S(=O)(=O)c2cccc(Cl)c2)CC1)C1CC1	-19%	4%	0%	9%	3.1%
Cn1c(-c2ccsc2)c(-c2cccs2)c2cc(Br)ccc21	9%	x	13%	17%	0.3%
O=S(=O)(c1ccccc1F)N1CCN(Cc2cc3c(cc2Br)OCCO3)CC1	-3%	x	19%	-4%	4.4%
Cc1cc(Oc2nnnn2-c2ccccc2)ccc1Cl	-7%	0%	44%	-1%	i
CCS(=O)(=O)N1CCN(c2cccc(C)c2C)CC1	-4%	-14%	9%	2%	0.6%
CC1(c2ccc3ccccc3c2)NC(=O)N(CC(N)=O)C1=O (stereo unspecified)	-7%	6%	-8%	-6%	1.0%
CCN(CC)c1ccc(C=NNc2ccc([N+](=O)[O-])cn2)cc1	-8%	x	x	x	4.1%
O=C(Nc1ccon1)c1cc2c(s1)CCCC2	1%	-9%	11%	-3%	i
